MBD2 inh – MBD2-methylated oligo binding inhibition; Q9UBB5; TR-FRET, MBD2 binding to methylated oligonucleotide; inhibition, % at 4.4 µM; actives 0.31% (n = 370,000); in the data active means inhibition above about 13%
DDE Tn6 FP inh – disrupts Tn6 cyclic peptide binding to fibrin D-Dimer-E complex | P02675 | Fibrin DD(E) TRITC-Tn6 fluorescence polarization displacement | inhibition, % at 8.3 µM | actives 0.21% (n = 370,000) | AID 720509;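 active means inhibition above a per-campaign cutoff: mean of compounds within control limits plus 3 SD, cut at about 15% in these data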;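 further: 0% = median of all compound wells on the plate and 100% = blocking peptide control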
PLC-gamma1 inh – inhibitors of human phospholipase C gamma1. P19174. purified PLC-gamma1, fluorogenic substrate, fluorescence. inhibition, % at 12.2 µM. actives 0.84% (n = 370,000). AID 720700; in the data active means inhibition above about 9.5%
ASAP1 inh – blocks human ASAP1-stimulated Arf1 GTP hydrolysis; Q9ULH1; GDP FP detection; inhibition, % at 16.5 µM; actives 0.19% (n = 360,000); in the data active means inhibition above about 25%;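 further: 0% = vehicle with enzyme and substrate and 100% = no enzyme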
ARFGAP1 inhibitor – inhibits rat ARF GTPase activating protein 1 | actives 0.26% (n = 360,000) | Q62848 | inhibition, % at 16.5 µM | Arfgap1-stimulated ARF1 GTP hydrolysis, GDP FP detection | AID 651572;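 active means inhibition above a per-plate limit, mean inhibition of low control wells plus 3 SD, cut at about 25% in these data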;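 further: 0% = DMSO wells with enzyme and 100% = wells lacking Arfgap1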
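Material: rat Arfgap1 catalytic domain, aa 1-136; also added: human ARF1(Δ1-17)-GTP substrate; compound dosing: one concentration, 16.5 µM, DMSO 1.26%; incubation: GTP hydrolysis reaction 2 h at 25 °C; measured by: Tracer-displacement fluorescence polarization with EDTA stop, 620/688 nm; evaluation: % inhibition from polarization; repeats: one replicate per compound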
PLCb3 inh – inhibitors of human phospholipase C beta3 | Purified PLC-beta3, fluorogenic substrate, fluorescence | actives 0.18% (n = 370,000) | inhibition, % at 12.2 µM | Q01970; in the data active means inhibition above about 11%;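 further: 0% = median of compound wells on plate and 100% = full blocker control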
Target sequence (Q01970 whole entry, looked up): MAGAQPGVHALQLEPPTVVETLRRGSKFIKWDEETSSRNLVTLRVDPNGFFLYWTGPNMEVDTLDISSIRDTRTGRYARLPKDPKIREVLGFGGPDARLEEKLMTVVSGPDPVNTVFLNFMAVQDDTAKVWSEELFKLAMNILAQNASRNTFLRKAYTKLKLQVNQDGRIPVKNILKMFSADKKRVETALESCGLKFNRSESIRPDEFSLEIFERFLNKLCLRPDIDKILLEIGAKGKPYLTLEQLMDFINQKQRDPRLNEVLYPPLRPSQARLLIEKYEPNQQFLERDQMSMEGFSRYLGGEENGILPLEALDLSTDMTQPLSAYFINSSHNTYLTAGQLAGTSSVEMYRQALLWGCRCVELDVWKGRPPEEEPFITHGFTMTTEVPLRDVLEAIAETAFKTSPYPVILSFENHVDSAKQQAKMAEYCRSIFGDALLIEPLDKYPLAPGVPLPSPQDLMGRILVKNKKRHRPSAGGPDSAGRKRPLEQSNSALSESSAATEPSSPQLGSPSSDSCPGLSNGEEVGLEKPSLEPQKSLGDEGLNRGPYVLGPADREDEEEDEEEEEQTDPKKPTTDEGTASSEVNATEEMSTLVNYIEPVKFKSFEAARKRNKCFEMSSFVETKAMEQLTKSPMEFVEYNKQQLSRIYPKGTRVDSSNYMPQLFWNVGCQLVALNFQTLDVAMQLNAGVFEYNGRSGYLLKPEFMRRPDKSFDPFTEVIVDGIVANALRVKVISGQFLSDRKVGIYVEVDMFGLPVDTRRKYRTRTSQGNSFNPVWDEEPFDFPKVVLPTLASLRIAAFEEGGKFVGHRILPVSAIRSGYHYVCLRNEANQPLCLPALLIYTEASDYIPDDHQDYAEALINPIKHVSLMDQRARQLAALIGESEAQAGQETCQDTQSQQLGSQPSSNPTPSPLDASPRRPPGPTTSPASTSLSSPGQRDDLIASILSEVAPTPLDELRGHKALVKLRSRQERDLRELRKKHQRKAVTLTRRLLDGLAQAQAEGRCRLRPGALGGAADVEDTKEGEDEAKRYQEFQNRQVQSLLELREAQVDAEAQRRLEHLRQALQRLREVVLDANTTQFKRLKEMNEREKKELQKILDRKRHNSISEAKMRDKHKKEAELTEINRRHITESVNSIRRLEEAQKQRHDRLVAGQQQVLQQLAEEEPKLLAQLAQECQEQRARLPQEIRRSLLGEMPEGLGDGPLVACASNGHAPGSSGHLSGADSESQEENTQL
ADAM17 inh – ADAM17 inhibition, QFRET primary screen | P78536 | recombinant ADAM17, EDANS/DABCYL FRET peptide cleavage | inhibition, % at 6.95 µM | actives 0.83% (n = 370,000);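 active means inhibition above the mean of compounds lying between control limits plus 3 SD, set per campaign, cut at about 8.5% in these data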;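 further: 0% = DMSO-only wells as the low control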
KLK7 zymogen act – activators of human kallikrein-7 zymogen; purified proKLK7, EDANS-DABCYL substrate fluorescence; 100% is mature enzyme control, 0% vehicle; activation, % at 7 µM; actives 0.9% (n = 370,000);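 active means activation above the mean of all tested compounds plus 3 SD, computed per campaign excluding outliers beyond control limits, cut at about 13% in these data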
UHRF1 binding – blocks human UHRF1 binding to methylated DNA. UHRF1 binding to methylated oligo, TR-FRET. actives 0.75% (n = 370,000). inhibition, % at 4.4 µM; in the data active means inhibition above about 21%;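 further: UHRF1 SRA domain binding a hemimethylated CpG hairpin DNA probe; 0% = median of test compound wells and 100% = reference inhibitor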
DDE Tn7 FP inh – disrupts Tn7 cyclic peptide binding to fibrin D-Dimer-E complex; P02675; FP displacement of FITC-Tn7 peptide from fibrin DD(E); 0% = median of compound wells per plate; inhibition, % at 8.3 µM; actives 0.13% (n = 370,000); AID 720508;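 active means inhibition above the mean of compounds falling within the control limits plus 3 SD of them, cut at about 14% in these data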;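 further: 0% = plate median of compound wells and 100% = 10 µM Aha-Tn7 peptide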
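Assay system: human fibrin DD(E) protein / Input: 2 µM fibrin DD(E) / Benchmarks: high control of 10 µM Aha-Tn7 peptide / Measured by: fluorescence polarization of the labelled Tn7 tracer / Medium: Tris buffer with calcium and detergent, pH 7.8 / Timing: 10 min compound pre-incubation, 3 h probe incubation at room temperature / Repeats: one replicate per compound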
An asterisk follows results filed as active; nt = not tested or not shown.

canonical_smiles,ASAP1 inh,PLC-gamma1 inh,ADAM17 inh,MBD2 inh,KLK7 zymogen act,DDE Tn7 FP inh,ARFGAP1 inhibitor,DDE Tn6 FP inh,UHRF1 binding,PLCb3 inh
CCCCn1c(N)c(N(CC)C(=O)c2cccc(S(=O)(=O)N3CCCc4ccccc43)c2)c(=O)[nH]c1=O,2,1,-4,-3,0.2,3,17,-5,2,-8
CCCCc1nc2cc(C(=O)NCCc3cnn(C)c3)ccc2o1,-5,2,-3,-2,0.7,-8,0,1,-1,-8
Cc1ccc(C(c2sc3ncnn3c2O)N2CCCCC2)cc1 (configuration not stated),-6,0,-5,11,0.0,0,-1,-8,6,-1
CC(=O)c1cccc(NC(=S)N2CCN(c3ccccn3)CC2)c1,2,-1,1,-6,0.2,4,-1,10,-1,-5
Cc1cccc(NS(=O)(=O)c2ccc(C(=O)NCCCN3CCCC3=O)cc2)c1C,-21,1,-1,-3,-0.1,8,4,6,1,-5
CN1CCN(c2ccc(S(=O)(=O)N3CCCCC3)cc2NC(=O)Cc2ccc(Cl)cc2)CC1,-4,0,-1,-1,0.0,4,4,4,-1,2
O=S(=O)(NC1CC1)c1ccc(S(=O)(=O)N2CCCC(c3nc(-c4cccnc4)no3)C2)cc1 (configuration not stated),3,5,-1,1,-0.4,-6,11,-2,6,1
CC(=O)c1cccc(NC(=O)Nc2ccccc2)c1,5,3,-1,4,0.2,0,2,4,-1,-2
CCOC(=O)N1CCN(c2c(NCc3ccccc3Cl)c(=O)c2=O)CC1,-7,4,-4,6,0.1,-3,-15,-11,3,0
COCCNC(=S)N1CCN(C(c2ccccc2)c2ccccc2)CC1,0,1,0,-5,0.7,10,-16,2,8,-5
C#CCCOC(=O)N1C2=NC(C(=O)OC)=C(C(=O)OC)[C@@H]3N(CC=C)c4ccccc4[C@]23C[C@H]1C(=O)OC,6,-1,-2,2,0.6,2,8,-2,-2,1
CCC(C)NC(=O)c1ccc2nc(-c3ccc(OC)c(OC)c3)c(-c3ccc(OC)c(OC)c3)nc2c1 (configuration not stated),8,-15,1,4,0.1,-6,-5,4,-1,-29
CCN(C(=O)COC(=O)/C=C/c1ccco1)C1CCCCC1,12,2,-4,7,0.1,-3,-3,2,18,-5
Cc1cc(C)c(S(=O)(=O)c2ccc(Cl)cc2C)c(Cl)n1,-5,3,1,1,0.5,-10,2,-1,0,4
O=C(Nc1cccc(-c2cccc(Cl)c2)c1)C1CCN(CC2CCOC2)CC1 (configuration not stated),5,6,6,-3,0.2,-8,-9,0,1,0
COc1ccc(Cn2ccc3ccc(-c4ccc5ccn(C(=O)c6ccc(C)cc6)c5c4)cc32)cc1,nt,-45,-7,-2,-6.1,-8,nt,-6,-5,-58
Cc1ccc(S(=O)(=O)N2C(=O)C(c3ccccc3)SC2=Nc2ccccc2)cc1 (configuration not stated),1,1,3,-1,0.1,-5,1,4,-2,1
c1coc(CNc2nc3sc4c(c3c3ncnn23)CCCC4)c1,2,0,-4,4,-0.2,0,-8,-4,1,2
COCC(=O)N(CCc1ccc(OC)cc1)Cc1nc2ccccc2c(=O)[nH]1,-11,-1,-3,2,-0.6,3,-1,2,-2,-4
CN(Cc1cn(C)nc1-c1ccccc1F)CC1CCN(Cc2ccccc2)CC1,8,0,-3,0,0.5,-4,-3,3,6,-10
Cc1ccc(NC(=O)C2CCN(S(=O)(=O)c3c(C)n[nH]c3C)CC2)nc1,4,-2,-4,4,-0.2,4,11,1,-1,2
O=C(OCCN=C1NS(=O)(=O)c2ccccc21)c1cccs1,7,5,1,8,0.5,2,10,0,0,3
O=C(Cn1ncc2c1-c1ccccc1OC2)N(Cc1ccco1)C1CCCCC1,5,-1,-2,-5,0.3,-4,6,-4,2,0
C=C[C@@H]1c2ccccc2N(S(=O)(=O)c2ccc(C)cc2)[C@H](c2ccccc2C(F)(F)F)C1(C#N)C#N,14,4,4,-7,0.3,0,-3,-4,-5,7
CC(C)CC[n+]1ccccc1/C=C/c1ccc(N(C)C)cc1,12,-153,5,-24,0.1,-40,6,-6,-43,-196
COc1ccc(C(=O)COc2ccc(C(C)=O)cc2OC)cc1OC,-6,1,-3,-2,0.1,2,8,4,2,-12
CC(C(=O)N1CC2(C)CC1CC(C)(C)C2)N1C(=O)c2ccccc2C1=O (configuration not stated),-5,6,-1,-4,0.9,-9,-4,-4,0,5
O=C(Nc1ccc(C(F)(F)F)cc1)c1ccccc1,-1,1,2,-2,0.4,4,7,1,-2,2
COc1ccccc1C(CNC(=O)CCNS(=O)(=O)c1ccc(Br)cc1)N1CCCC1 (configuration not stated),4,-3,-1,-3,-0.3,-3,-5,4,0,-6
CCCCn1c(SCC(=O)N2CCCCC2C)nc2cc(S(N)(=O)=O)ccc21 (configuration not stated),2,-5,-6,2,0.0,3,-1,2,3,2
O=c1c2ccccc2nc(/C=C/c2cccc([N+](=O)[O-])c2)n1CCO,1,5,1,1,0.0,-3,-5,-2,-3,3
CN(C)S(=O)(=O)c1cccc(COC(=O)CN2C(=O)NC3(CCCC3)C2=O)c1,2,0,-4,-1,-0.5,-3,1,1,-3,-3
CCc1nnc(NC(=O)C(c2ccccc2)c2ccccc2)s1,-2,2,1,-3,0.8,3,-8,2,4,-1
Brc1ccccc1OCCCN1CCCCCC1,-4,0,3,-1,-0.4,-4,8,0,-3,1
CCC(=O)N1CCc2cc(S(=O)(=O)CCC(=O)NCc3ccc(OC)cc3)ccc21,-13,1,1,-6,0.5,5,-9,5,-3,0
COCCNC(=S)Nc1cccc2cnccc12,13,0,-3,2,0.0,7,8,-2,0,-8
COC(=O)c1sccc1NC(=O)CSCC(=O)O,3,-2,-8,6,0.1,12,-9,-2,7,-1
CNC(=O)c1cc(NC(=O)CCn2nc(-c3ccccc3)c3ccccc3c2=O)ccc1OC,7,2,-1,8,0.2,-1,13,0,3,-6
COCCOC(=O)c1ccc(NC(=O)COc2ccc([N+](=O)[O-])cc2)cc1,2,1,-1,2,0.4,0,7,-4,1,1
COc1cccc(-n2nnc3c(=O)n(Cc4ccc(Br)cc4)cnc32)c1,28*,0,-4,0,0.4,1,-4,3,3,2
CCOC(=O)C1=CCN(S(=O)(=O)c2ccc(Br)cc2)C1c1ccc(C)cc1 (configuration not stated),9,4,4,1,0.5,-3,9,4,0,-2
COc1cc(OC)c2c(-c3ccccc3)cc(=O)oc2c1C(CCN1CCCCC1)c1ccc2c(c1)OCO2 (configuration not stated),-5,-18,3,-5,0.0,8,1,7,-3,-25
O=C(O)[C@@H]1CCCN1c1ncnc2sc3c(c12)CCC3,6,1,-1,-1,0.2,-7,0,-7,11,0
CCN(CC)S(=O)(=O)c1cc(C(=O)O)ccc1OC,-11,0,-3,9,0.0,2,1,-12,2,-7
O=C(NCC(c1ccco1)N1CCN(c2ccccc2F)CC1)C(=O)NC1CC1 (configuration not stated),-5,0,-1,0,-0.5,-5,7,6,-11,-5
CC(=O)Nc1cnc2ccccc2n1,-9,3,-14,8,-0.4,1,-2,4,6,4
Cc1c(Cl)c([N+](=O)[O-])nn1CCCC(=O)Nc1cccc(Cl)c1Cl,12,4,1,4,0.0,3,-4,2,-2,-4
Cc1noc(/C=C/N(C)C)c1S(=O)(=O)N1CCCC(C(=O)NC2CCCCC2)C1 (configuration not stated),-3,-3,3,-2,0.3,-1,-9,-2,3,-4
O=C1C=C(O)C(n2cncn2)C(c2ccc3c(c2)OCO3)C1 (configuration not stated),1,-5,-6,4,0.4,1,-1,-5,-1,-14
O=C(C1CCC(=O)N(C2CC2)C1)N1CCN(c2ccccc2Cl)CC1 (configuration not stated),3,-1,-1,-1,-0.3,8,3,1,0,-8
COC(=O)c1c(NC(=O)c2ccc([N+](=O)[O-])o2)sc2c1CCN(C(C)C)C2,11,-9,1,7,-0.1,3,12,-3,15,-17
CCCCC(=O)N/N=C/c1cc([N+](=O)[O-])ccc1N1CCOCC1,0,4,0,2,0.9,5,-17,4,-5,0
CC1(C)CCSC(/C=C/c2ccccc2)=N1,5,0,-3,-1,-0.3,6,-14,2,3,-7
COc1cc(OC)cc(C(=O)N/N=C(\C)CC(=O)Nc2ccccn2)c1,0,-10,-31,-2,-2.3,-2,3,-2,-8,-13

An excerpt from above in order of the MBD2 inh value, highest first.
canonical_smiles,ASAP1 inh,PLC-gamma1 inh,ADAM17 inh,MBD2 inh,KLK7 zymogen act,DDE Tn7 FP inh,ARFGAP1 inhibitor,DDE Tn6 FP inh,UHRF1 binding,PLCb3 inh
O=C1C=C(O)C(n2cncn2)C(c2ccc3c(c2)OCO3)C1 (configuration not stated),1,-5,-6,4,0.4,1,-1,-5,-1,-14
O=C(C1CCC(=O)N(C2CC2)C1)N1CCN(c2ccccc2Cl)CC1 (configuration not stated),3,-1,-1,-1,-0.3,8,3,1,0,-8
COc1cc(OC)cc(C(=O)N/N=C(\C)CC(=O)Nc2ccccn2)c1,0,-10,-31,-2,-2.3,-2,3,-2,-8,-13

No enrichment for hits; 4.1% or so of the library scored in one or more.
